KCNK3 inh: human KCNK3 channel inhibitors, primary screen, CHO cells, FluxOR thallium flux, B-score | Potassium channel subfamily K member 3 (Homo sapiens), O14649 | FluxOR fluorescence; active compounds read low | B-score at 10 µM | 340,000 tested, 0.84% active | AID 602410, 2012;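 active = B-score under library mean minus 4 SD, starting fluorescence ratio at most library mean plus 5 SD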;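 also: more negative B-score means stronger inhibition of thallium flux through KCNK3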
Dyrk1A ADPGlo: rat Dyrk1A kinase inhibitors, primary screen, biochemical, single point, plate reader; Dual specificity tyrosine-phosphorylation-regulated kinase 1A (Rattus norvegicus), Q63470; ADP-Glo luminescence, NFATc1 peptide; inhibition, % at 12.5 µM; 310,000 tested, 0.43% active; AID 504441, 2011; in the data active = inhibition above about 50%;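 also: plate controls were vehicle with enzyme for no effect and no enzyme for full effect; many of its hits are not listed in these tables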
KCNQ1 block: inhibitors of human KCNQ1 channel, primary screen, cell-based, thallium flux, high-throughput; Potassium voltage-gated channel subfamily KQT member 1 (Homo sapiens), P51787; CHO-K1 KCNQ1, FluxOR thallium flux fluorescence; active compounds read high; B-score at 10 µM; 310,000 tested, 1.3% active;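 active = compounds whose thallium flux B-score, printed positive for inhibition, exceeds three library SD while starting fluorescence stays within three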;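 also: channel opened by potassium depolarization with thallium stimulus after 20 min compound exposure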
Platelet DG rel: inhibitors of platelet dense granule secretion, primary screen, cell-based, MLPCN, human platelets. human platelet-rich plasma, SFLLRN dense granule ATP release, luminescence. inhibition, %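 (compounds screened at 7.5 µM in platelet-rich plasma)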. 300,000 tested, 0.22% active;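 active = mean replicate score, as percent of positive control, at or above 50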
hERG protect: hERG rescue from dofetilide block, primary screen, cell-based, CHO-hERG, FluxOR thallium flux, dofetilide IC70; dofetilide IC70 present; activation (rescue from dofetilide block), less the hit threshold, % at 10 µM; 310,000 tested, 0.51% active;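 active = activation above the mean of controls blocked by dofetilide plus 5 SD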;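 also: thallium influx through hERG after potassium depolarization seen as dye fluorescence rise; in these data hits start at about 4.7%; inactives centre near -7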
Target sequence (Q12809 whole entry, looked up): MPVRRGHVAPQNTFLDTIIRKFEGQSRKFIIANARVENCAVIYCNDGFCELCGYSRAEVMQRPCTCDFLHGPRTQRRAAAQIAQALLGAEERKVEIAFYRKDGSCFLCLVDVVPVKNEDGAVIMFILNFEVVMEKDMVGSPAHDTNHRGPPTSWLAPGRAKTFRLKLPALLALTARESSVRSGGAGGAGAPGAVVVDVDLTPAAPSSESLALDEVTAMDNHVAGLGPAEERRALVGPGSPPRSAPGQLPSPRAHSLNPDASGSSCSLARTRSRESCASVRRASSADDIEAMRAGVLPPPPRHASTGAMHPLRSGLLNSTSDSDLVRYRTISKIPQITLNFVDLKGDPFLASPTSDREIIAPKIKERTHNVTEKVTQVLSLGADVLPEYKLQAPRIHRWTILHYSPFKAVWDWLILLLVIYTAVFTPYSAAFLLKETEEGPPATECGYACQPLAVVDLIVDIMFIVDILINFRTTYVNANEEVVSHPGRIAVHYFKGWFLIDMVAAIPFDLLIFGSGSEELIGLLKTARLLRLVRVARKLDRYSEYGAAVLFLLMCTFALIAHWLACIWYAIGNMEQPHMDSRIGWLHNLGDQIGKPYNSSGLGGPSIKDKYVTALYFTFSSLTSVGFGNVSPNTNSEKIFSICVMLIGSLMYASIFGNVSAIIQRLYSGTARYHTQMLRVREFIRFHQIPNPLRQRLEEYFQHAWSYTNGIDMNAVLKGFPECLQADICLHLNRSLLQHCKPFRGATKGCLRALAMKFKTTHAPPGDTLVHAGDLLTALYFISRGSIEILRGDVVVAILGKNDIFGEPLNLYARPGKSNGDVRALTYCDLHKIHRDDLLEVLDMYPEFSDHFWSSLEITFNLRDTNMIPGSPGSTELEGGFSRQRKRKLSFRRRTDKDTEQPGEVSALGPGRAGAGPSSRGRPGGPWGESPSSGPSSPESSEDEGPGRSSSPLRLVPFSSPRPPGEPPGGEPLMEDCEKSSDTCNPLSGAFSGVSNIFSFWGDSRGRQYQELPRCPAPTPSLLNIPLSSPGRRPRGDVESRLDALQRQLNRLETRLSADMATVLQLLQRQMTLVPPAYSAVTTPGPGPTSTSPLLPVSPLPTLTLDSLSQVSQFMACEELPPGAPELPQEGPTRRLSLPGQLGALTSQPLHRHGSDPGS
TRPC4 PAM: positive allosteric modulators of TRPC4, primary screen, cell-based, mouse TRPC4beta, HEK293 mu-opioid, Fluo-4 calcium; B-score at 10 µM; 310,000 tested, 0.42% active; DAMGO EC20, Fluo-4 Ca2+ flux; active compounds read high; Short transient receptor potential channel 4 (Mus musculus), Q9QUQ5;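 active = B-score of calcium response area above 5 SD of library B-scores, with initial fluorescence ratio within 5 SD of library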;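 also: B-score of integrated fluorescence ratio over time as area under calcium response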
TRPC4 inh: inhibitors of mouse TRPC4 channel, primary screen, Fluo4 calcium, HEK293 TRPC4beta/mu-opioid cells; DAMGO-evoked Fluo4 calcium flux; active compounds read low; B-score at 10 µM; 300,000 tested, 0.39% active; AID 2247, 2010; Short transient receptor potential channel 4 (Mus musculus), Q9QUQ5;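 active = B-score over 3 SD under the library average, no early fluorescence shift, positive overall ratio signal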
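Assay system: HEK293 cells with stable TRPC4beta plus mu-opioid receptor expression. Dosing: single dose. Measured by: Fluo4 Ca2+ flux fluorescence. Also added: DAMGO in two steps, submaximal then maximal. Read-out: B score from integrated Fluo4 fluorescence ratio.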
KCNK9 block: KCNK9 potassium channel inhibitors, primary screen, HEK293 cells, thallium flux | Potassium channel subfamily K member 9 (Homo sapiens), Q9NPC2 | 310,000 tested, 1.2% active | B-score at 10 µM | AID 488922, 2010 | FluxOR thallium flux fluorescence; active compounds read low;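 active = ratio B-score over 3 SD below the library mean, with starting fluorescence within 5 SD of its mean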;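 also: negative B-score means less thallium flux so channel inhibition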
TRPC4 agonist: activators of mouse TRPC4 channel, primary screen, Fluo4 calcium, HEK293 TRPC4beta/mu-opioid cells | B-score at 10 µM | Short transient receptor potential channel 4 (Mus musculus), Q9QUQ5 | Fluo4 calcium fluorescence; active compounds read high | 310,000 tested, 0.49% active;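 active = B-score above 5 SD of library B-scores, and initial fluorescence ratio not above library mean plus 5 SD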;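 also: positive B-score marks a calcium rise read as TRPC4 activation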
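Assay system – TRPC4beta and mu-opioid receptor HEK293 stable cells · Measured by – Fluo4 fluorescence, kinetic · Schedule – dye loading 45 min room temperature, 110 s kinetic read · Read-out – B-scored integrated calcium fluorescence ratio · Controls – buffer and maximal DAMGO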
KCNQ1 act: potentiators or activators of KCNQ1 channel, primary screen, cell-based, thallium flux, high-throughput; CHO-K1 KCNQ1, thallium flux FluxOR fluorescence; active compounds read high; B-score at 10 µM; 310,000 tested, 0.35% active;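 active = fluorescence ratio B-score, a plate-corrected score, at least three library SD, with initial intensity B-score within 5 SD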
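Assay system: stable KCNQ1 CHO-K1 line; medium: assay buffer, equal DMSO in all wells; timing: 90 min dye loading and 20 min compound exposure, both at room temperature; technique: kinetic FluxOR thallium fluorescence, 10-s 1-Hz baseline, 110-s post-stimulus read; read-out basis: B score of baseline-normalized fluorescence ratio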
PolyA inhibitor: polyadenylation inhibitors in yeast reporter cells, primary screen, luminescence, S. cerevisiae; S. cerevisiae SKY197-pL101 polyadenylation reporter, beta-gal luminescence; efflux-impaired pdr1/pdr3 knockout yeast; score 100 = 6 SD above DMSO; calls only at 12 µM; 300,000 tested, 0.02% active; AID 1875, 2009;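 active = lowest replicate activity score at least 50, where 100 means six control SD above control mean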;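 also: yeast exposed to compound for 9 h at 30 °C; higher score means more reporter readthrough which indicates perturbed polyadenylation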
Starred values were filed as active, the others as inactive; i = inactive; x = no result given.

SMILES,TRPC4 inh,Dyrk1A ADPGlo,KCNK3 inh,TRPC4 PAM,PolyA inhibitor,TRPC4 agonist,KCNQ1 block,KCNQ1 act,KCNK9 block,Platelet DG rel,hERG protect
COc1ccccc1-c1nc(=S)c(C(C)=O)c(C)[nH]1,i,x,i,i,i,i,i,i,i,-3,-5
CC(O)C(=O)N/N=C/c1cccc2ccccc12 (configuration not stated),i,4,i,i,i,i,i,i,i,2,-8
CCOC(=O)N1CCN(C(=O)Cc2ccccc2[N+](=O)[O-])CC1,i,1,i,i,i,i,i,i,i,3,-15
COc1ccccc1N(C(=O)c1snc(C(N)=O)c1N)C(C(=O)NC1CCCC1)c1ccc2ncccc2c1 (configuration not stated),-6*,5,i,i,i,i,i,i,i,7,-11
Cc1sc2ncnc(N[C@@H](Cc3c[nH]c4ccccc34)C(=O)O)c2c1C,i,-6,i,i,i,i,i,i,i,-46,-13
COC(=O)c1ccc(N=Nc2ccccc2)cc1,i,x,i,i,i,i,i,i,i,5,-5
Cc1ccc(Nc2nc(CSc3nnc(-c4ccccc4)n3C)cs2)cc1,i,0,i,i,i,i,i,i,i,-3,-10
Cn1c(=O)n(CCOc2ccc([N+](=O)[O-])cc2)c2ccccc21,i,-2,i,i,i,i,i,i,i,-2,-14
COc1ccccc1C(=O)NC(CCSC)C(=O)OCC(=O)c1ccc[nH]1 (configuration not stated),i,-4,i,i,i,i,i,i,i,3,-16
Nc1ccc(C(=O)OCC(=O)c2cccc([N+](=O)[O-])c2)cc1,i,-5,i,i,i,i,i,i,i,4,-11
COc1ccc(-n2c(-c3ccco3)nc3c(cnn3-c3ccccc3C)c2=O)cc1,i,-4,i,i,i,i,i,i,i,3,-13
CCCOc1ccc(S(=O)(=O)N2CCOCC2)cc1[N+](=O)[O-],i,-5,i,i,i,i,i,i,i,-3,-12
Clc1cccc(OCc2nc(-c3ccncc3)n[nH]2)c1,i,7,i,i,i,i,i,i,i,2,-9
COc1ccc(CC(=O)OCC(=O)NCc2ccccc2Cl)cc1,i,1,i,i,i,i,i,i,i,0,-3
COc1cc(C=O)cc(OC)c1OS(=O)(=O)c1ccc(NC(C)=O)cc1,i,0,i,i,i,i,i,i,i,6,-13
CC(C)CC(NS(=O)(=O)c1ccc2c(c1)oc(=O)n2C)C(=O)NCc1cccnc1 (configuration not stated),i,-2,i,i,i,i,i,i,i,-9,-11
CCOC(=O)CSc1nnc(-c2cccnc2)n1C,i,6,i,i,i,i,i,i,i,-2,-2
Cc1ccc(/C=N/n2c(COc3ccccc3)n[nH]c2=S)o1,i,-3,i,i,i,i,i,i,i,6,-12
Cc1cc(-c2ccc(/C=N/n3cnnc3)o2)c(C)c([N+](=O)[O-])c1,i,2,i,i,i,i,i,i,i,6,-2
Cc1cccc(N2CCN(C(=O)c3ccc4nc(N5CCCCC5)sc4c3)CC2)c1C,i,3,i,i,i,i,i,i,i,2,-13
S=c1[nH]nc(-c2cccc(Cl)c2)n1Cc1ccccc1,i,6,i,i,i,i,i,i,i,4,-6
Cc1ccc(-c2cc(-c3ccccc3)[nH]c(=S)c2C#N)cc1,i,2,i,i,i,i,i,i,i,-2,-3
O=C(O)c1ccc(N=NN2CCCCC2)cc1,i,-2,i,i,i,i,i,i,i,14,-2
CCOC(=O)N1CCN(c2c(Nc3cc(C)[nH]n3)c(=O)c2=O)CC1,i,12,i,i,i,i,i,i,i,-11,-7
N#CCC(=O)N1CC2(CC(c3cccc(NC(=O)COc4ccc(Cl)cc4)c3)=NO2)C[C@@H]1C(N)=O (some centres not stated),i,-5,i,i,i,i,i,i,i,-2,-9
COc1ccc(Cl)cc1C(=O)NC(C)C,i,-17,i,i,i,i,i,i,i,6,-4
Cc1ccc(C(=O)Nc2nnc(-c3ccc(C(C)(C)C)cc3)s2)cc1,i,0,i,i,i,i,i,i,i,-1,-7
O=C(Nc1ccc(F)cc1F)c1ccc(S(=O)(=O)N2CCCCC2)cc1,i,-1,i,i,i,i,i,i,i,10,-2
Cc1cc(NC(=O)CSc2nnc(C)o2)no1,i,1,i,i,i,i,i,i,i,0,-5
c1ccc(-n2cc(CN3CCC(N4CCOCC4)CC3)c(-c3ccc4c(c3)OCO4)n2)cc1,i,1,i,i,i,i,i,i,i,2,-9
CCOC(=O)c1cccc(NC(=O)Cn2cnc3c2c(=O)n(C)c(=O)n3C)c1,i,-13,i,i,i,i,i,i,i,4,-11
COc1cccc(COC(=O)C2CCN(S(=O)(=O)c3ccc(Cl)cc3)CC2)c1OC,i,6,i,i,i,i,i,i,i,-10,-12
COc1ccc(/C=N/NC(=O)c2ccc(N(C)S(=O)(=O)c3ccccc3)cc2)cc1OC,i,1,i,i,i,i,i,i,i,6,-4
c1cncc(-c2nnc(-c3ccco3)o2)c1,i,-1,i,i,i,i,i,i,i,10,6.3*
Cc1ccc(OCC(=O)Nc2ccc(S(=O)(=O)N3CCCCC3)cc2)c([N+](=O)[O-])n1,i,-2,i,i,i,i,i,i,i,2,-3
Cc1cc(C)n(-c2ccc(C(=O)OCC(=O)NCc3ccco3)cc2)n1,i,x,i,i,i,i,i,i,i,-6,-8
O=C(CSc1nnc(COc2ccccc2)n1Cc1ccco1)NCc1ccco1,i,8,i,i,i,i,i,i,i,7,1
CCCN(CC1CCCO1)C(=O)c1cc(COc2ccc(F)cc2F)on1 (configuration not stated),i,-4,i,i,i,i,i,i,i,-2,-10
COc1ccc(/C(N)=N/OC(=O)c2cc(-c3ccccc3)nc3ccccc23)cc1,i,1,i,i,i,i,i,i,i,4,-20
Cc1ccc(NC2=C(C(=O)c3ccccc3)N(C)S(=O)(=O)c3ccccc32)cc1,i,0,i,i,i,i,i,i,i,3,-13
Cc1cc(N)n(-c2ccc([N+](=O)[O-])cc2)n1,i,x,i,i,i,i,i,i,i,20,-3
COc1ccc(-c2nnc(SC(C(=O)c3c[nH]c4ccccc34)c3ccccc3)n2N)cc1OC (configuration not stated),i,11,i,i,i,i,i,i,i,3,-5
O=C(N/N=C/c1ccc(F)c(F)c1)c1cc2c(s1)-c1ccccc1CC2,i,0,i,i,i,i,i,i,i,1,-9
Cc1cc(NS(=O)(=O)c2ccc(NC(=O)Cc3ccc([N+](=O)[O-])cc3)cc2)no1,i,0,i,i,i,i,i,i,i,-15,-3
CCn1nc(C)cc1C(=O)n1nc(C)c(Sc2ncccn2)c1C,i,x,i,i,i,i,i,i,i,x,-4
CC(C)c1cc(O)c(-c2ccccc2)c(=O)n1-c1ccc(Cl)cc1,i,10,i,i,i,i,i,i,i,-9,-5
COc1ccc(-c2ncn(CCC#N)c2[N+](=O)[O-])cc1,i,2,i,i,i,i,i,i,i,-8,-8
O=C(CN1CCN(S(=O)(=O)c2ccc(Cl)cc2)CC1)NC1CCCC1,i,-4,i,i,i,i,i,i,i,15,-9
Cn1c(C(=O)NC2CCCCC2)cc2c(=O)n3ccccc3nc21,i,0,i,i,i,i,i,i,i,-11,-10
CC(C)CNC(=O)c1ccccc1NC(=O)CCSc1ccccc1,i,3,i,i,i,i,i,i,i,-4,-20

Full records, looked up by structure:
Listed for `CC(C)CNC(=O)c1ccccc1NC(=O)CCSc1ccccc1` → TRPC4 inh: i; Dyrk1A ADPGlo: 3; KCNK3 inh: i; TRPC4 PAM: i; PolyA inhibitor: i; TRPC4 agonist: i; KCNQ1 block: i; KCNQ1 act: i; KCNK9 block: i; Platelet DG rel: -4; hERG protect: -20
Listed for `COc1ccc(-c2nnc(SC(C(=O)c3c[nH]c4ccccc34)c3ccccc3)n2N)cc1OC` (configuration not stated) → TRPC4 inh: i; Dyrk1A ADPGlo: 11; KCNK3 inh: i; TRPC4 PAM: i; PolyA inhibitor: i; TRPC4 agonist: i; KCNQ1 block: i; KCNQ1 act: i; KCNK9 block: i; Platelet DG rel: 3; hERG protect: -5

(further entries)
SMILES,TRPC4 inh,Dyrk1A ADPGlo,KCNK3 inh,TRPC4 PAM,PolyA inhibitor,TRPC4 agonist,KCNQ1 block,KCNQ1 act,KCNK9 block,Platelet DG rel,hERG protect
COC(=O)C1=C(N)Oc2cc(C)[nH]c(=O)c2C1c1ccccc1OC (configuration not stated),i,1,i,i,i,i,i,i,i,0,-11
Cc1cccc(OCCSc2ncnc3nc[nH]c23)c1,i,13,i,i,i,i,i,i,i,-1,-16
CCCNCCC(c1ccco1)c1ccccc1OC (configuration not stated),i,0,i,i,i,i,i,i,i,3,-3
CCN1CCN(CCOc2ccccc2-c2ccccc2)CC1,i,12,i,i,i,i,i,i,i,2,-5
Cc1cc(C(F)(F)F)nc(SCCN2CCOCC2)c1C#N,i,-2,i,i,i,i,i,i,i,11,4
CN1CCCC(OC(=O)c2ccccc2Br)C1 (configuration not stated),i,x,i,10*,i,i,i,i,i,1,-2
CCN(CC(=O)Nc1cc(S(=O)(=O)N2CCCCC2)ccc1Cl)Cc1ccccc1,i,14,i,i,i,i,11*,i,i,2,-14
CCN(C(=O)CSc1nnc(-c2cccs2)n1N)c1c(N)n(Cc2ccccc2)c(=O)[nH]c1=O,i,2,i,i,i,i,i,i,i,-22,-7
Cc1ccc(C(=O)NCC(c2ccco2)N2CCc3ccccc32)cc1 (configuration not stated),i,3,i,i,i,i,i,i,i,2,-7

An excerpt; the hit share may differ from the screen's.
